# Screens as filed in PubChem.
# SDO1 yeast rescue: restores growth of sdo1-depleted yeast; S. cerevisiae sdo1-depleted JHY4D growth rescue, OD600 30 h; stronger effect = higher value; pdr5 snq2 efflux-pump mutant strain; z-score at 10 µM; 140,000 compounds, 0.21% hits; AID 817;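 active = z-score above 3 at both the 24 hr and the 30 hr optical density reads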;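 also: z-score against mean and SD of all compound wells on the same plate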
# INS promoter inh: TRM-6 insulin promoter activity inhibition | TRM-6 cells (human fetal islet line), insulin promoter-eGFP reporter, imaging; reporter expression induced with tamoxifen | 130,000 compounds, 0.9% hits | inhibition, % at 2 µM;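 active = inhibition above the mean plus 3 SD, with well images judged a real hit on visual review, cut at about 60% in these data, passing the limit was not always enough; inconclusive = inhibition over the cutoff but images rejected on review; inactive = inhibition not above the cutoff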
# SDO1 yeast rescue Rescue 24 h: recorded beside SDO1 yeast rescue, whose call it bears; z-score; S. cerevisiae sdo1-depleted JHY4D growth rescue, OD600; measured here: growth rescue at 24 h;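 0 is the plate mean of compound wells and units are plate SD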
# An asterisk follows results filed as active; ? = inconclusive; nt = no result given; [ ] = dose if it differs, or a comment. Not all compounds are listed; count on the stated rates, not on these rows.
SDO1 yeast rescue	SDO1 yeast rescue Rescue 24 h	INS promoter inh	Molecule
0.36	1.8	4	O=C1C(=Cc2cccn2-c2ccc(O)cc2)C(=O)c2ccccc21
0.04	-1.1	13	O=C(COC(=O)c1cccnc1)Nc1ccc(F)cc1
-0.91	-0.16	-131	O=C(NC1CCCCC1)C(c1ccc(F)cc1)N(CCc1ccccc1)C(=O)CN1C(=O)c2ccccc2S1(=O)=O (stereo not drawn)
nt	nt	13	CN(C)c1ccc(C(=O)NC2(N3CCC3=O)CCCC2)cc1
-1.9	-1.4	-50	COc1ccc(N2CCC(CNC(=S)Nc3cccc(C)c3)C2)cc1 (stereo not drawn)
-1.6	-1.3	-305	c1ccc(-c2n[nH]nc2-c2ccccc2)cc1
0.49	-0.21	nt	Nc1cc(=O)[nH]c(SCc2nnnn2-c2ccc(Cl)cc2)n1
-0.83	-0.86	12	CCn1c(NCc2ccccc2NS(=O)(=O)c2ccc(C)cc2)nc2ccccc21
-1.3	-0.92	nt	COc1cccc(-c2cc(C(=O)N3CC4(C)CC3CC(C)(C)C4)no2)c1 (stereo not drawn)
-0.77	-0.3	nt	C=CCNc1nc(-c2cc3ccccc3o2)cs1
0.83	0.32	12	Cc1cc(=O)[nH]c(SC(C(=O)O)c2ccccc2)n1 (stereo not drawn)
-0.42	-0.08	-3	COc1ccc(N/C=C/C(=O)c2sc(-c3ccccc3)nc2C)cc1
-0.32	-0.21	-21	CC(C)(C)c1cc(C(=O)N/N=C/c2ccc(O)cc2)n(-c2ccccc2)n1
nt	nt	27	COc1ccc(C2=NN(C(=O)CSc3ncccn3)C(c3cccc(OC)c3OC)C2)cc1 (stereo not drawn)
-0.5	-0.59	14	O=C(Cn1cnc2c(oc3ccccc32)c1=O)N1CCCc2ccccc21
nt	nt	20	CCS(=O)(=O)Nc1cccc(C2=NN(S(=O)(=O)c3ccc(C)cc3)C(c3ccco3)C2)c1 (stereo not drawn)
-0.07	0.47	-28	Cn1c(SCC(=O)N2c3ccccc3CCc3ccccc32)nnc1-c1cc2ccccc2cc1O
-0.58	-0.34	-24	CCOc1ccc(C(=O)NCCn2cc(SCC(=O)Nc3cc(C)on3)c3ccccc32)cc1
-0.39	-0.53	-31	O=[N+]([O-])c1cccc(S(=O)(=O)c2ccc(N3CCCCC3)c([N+](=O)[O-])c2)c1
0.08	0.17	-10	N#C/C(Cn1c[n+](NC(=O)Nc2ccccc2)cn1)=N/O
0.15	0.49	-16	CC1CN(CC(O)COc2ccccc2C(C)(C)C)CC(C)O1 (stereo not drawn)
1.3	0.53	22	O=C(NNS(=O)(=O)c1ccccc1C(F)(F)F)c1cccc(S(=O)(=O)Nc2ccccc2Cl)c1
-0.69	-0.25	17	O=C(CN1CCN(c2ccc(O)cc2)CC1)NC1CCCc2ccccc21 (stereo not drawn)
-0.59	-0.75	nt	NC(=O)c1nn(-c2ccccc2)nc1NC(=O)CN1CCCCC1
-0.88	-1.2	-9	Cc1cccc(-n2c(-c3ccco3)nc3nc4ccccc4nc32)c1
0.77	0.42	nt	CC(C)CNC(=O)C1CCCN(S(=O)(=O)c2ccc(-n3cnnn3)cc2)C1 (stereo not drawn)
-0.04	-0.16	55	Cn1c(N)c(C(=O)COC(=O)c2cc(C3CC3)nc3ccccc23)c(=O)n(Cc2ccccc2)c1=O
nt	nt	-15	CC(OC(=O)C1CC1)C(=O)Nc1ccc([N+](=O)[O-])cc1Cl (stereo not drawn)
0.64	-0.4	nt	CCC(c1nnnn1Cc1ccco1)N(CCN1CCOCC1)Cc1cc2cc(C)ccc2[nH]c1=O (stereo not drawn)
-0.42	-0.37	nt	O=C(N/N=C/c1ccsc1)c1cc(-c2cccs2)nc2ccccc12
0.78	0	nt	COc1ccc(OC)c(NC(=O)C2CCN(c3ncccn3)CC2)c1
1.2	0.78	14	Cc1nn(-c2ccc(F)cc2)c(Cl)c1/C=N/NC(=O)c1cccc(S(=O)(=O)N2CCCC2)c1
0.16	-0.14	34	COc1ccc(C(O)C(CN2CCOCC2)c2ccccc2)cc1F (stereo not drawn)
nt	nt	-18	COc1ccc(C(=O)c2oc3ccc(OC)cc3c2NC(C)=O)cc1
nt	nt	14	CCOC(=O)CCNC(=O)N1CCCC(CNS(=O)(=O)Cc2ccccc2)C1 (stereo not drawn)
nt	nt	-15	CCc1cc2c(SCC(=O)N(CC)c3c(N)n(Cc4ccccc4)c(=O)[nH]c3=O)ncnc2s1
0.56	0.26	0	CCCCn1ccnc1C(=O)c1ccc(S(=O)(=O)N(CCOC)CCOC)cc1
-0.69	-0.56	4	c1ccc(Nc2nc(N3CCCCC3)nc(N3CCCCC3)n2)cc1
-0.32	0.49	-446	COc1cccc(C(C(=O)NC2CCCC2)N(Cc2ccc(C)cc2)C(=O)c2ccco2)c1OC (stereo not drawn)
0.14	-0.56	-16	Cc1cc(=O)oc(C)c1C(=O)Nc1c(C)n(C)n(-c2ccccc2)c1=O

# 5 records drawn at random from the list so far, as already listed:
SDO1 yeast rescue	SDO1 yeast rescue Rescue 24 h	INS promoter inh	Molecule
0.36	1.8	4	O=C1C(=Cc2cccn2-c2ccc(O)cc2)C(=O)c2ccccc21
-0.69	-0.25	17	O=C(CN1CCN(c2ccc(O)cc2)CC1)NC1CCCc2ccccc21 (stereo not drawn)
-0.88	-1.2	-9	Cc1cccc(-n2c(-c3ccco3)nc3nc4ccccc4nc32)c1
-0.04	-0.16	55	Cn1c(N)c(C(=O)COC(=O)c2cc(C3CC3)nc3ccccc23)c(=O)n(Cc2ccccc2)c1=O
-0.42	-0.08	-3	COc1ccc(N/C=C/C(=O)c2sc(-c3ccccc3)nc2C)cc1

# Remaining list, next part:
SDO1 yeast rescue	SDO1 yeast rescue Rescue 24 h	INS promoter inh	Molecule
-0.12	-0.11	17	O=c1nc2ccccc2c(NS(=O)(=O)c2ccc(Cl)cc2)n1-c1ccccc1
-0.27	-0.96	52	CC(=O)Nc1ccc(S(=O)(=O)NCC(=O)OCc2ccccc2)cc1
nt	nt	0	Cc1ccc(-n2c(C)cc(C)c(C#N)c2=O)cc1C
-0.54[8.5 µM]	-0.92	56	CC(C)Cn1c(N)c(C(=O)COC(=O)C2=COCCO2)c(=O)n(C)c1=O
-1.1	-1.2	21	COc1ccc(-c2csc(N3CCC(C(N)=O)(N4CCCCC4)CC3)n2)cc1
nt	nt	42	CCCCN(C)C(=O)c1cc2cc3cc(OC)ccc3nc2o1
0.93	0.96	24	O=C(NCCN1C(=O)S/C(=C\c2ccc(Cl)c(Cl)c2)C1=O)c1ccc2c(c1)C(=O)N(Cc1ccncc1)C2=O
1.7	2.2	11	O=C(CSCc1cccc(Br)c1)NC1CC1
0.98	0.93	-26	Cn1c(=O)c(=O)n(C)c2cc(S(=O)(=O)Nc3ccc4c(c3)OCCO4)ccc21
-1.7	-0.95	nt	COC(=O)c1c(N)sc2c1CCN(c1ncc(C(F)(F)F)cc1Cl)C2
-0.51	-0.28	nt	COC(=O)c1ccc(COc2ccccc2/C=N/NS(=O)(=O)c2ccc(C)cc2)cc1
1.4	0.81	-50	COCCNC(=O)C(C)OC(=O)c1nsc(Cl)c1Cl (stereo not drawn)
0.36	-0.71	nt	O=P(O)(CCc1ccncc1)CN1CCCCC1
0.79	0.91	nt	O=C(Nc1ccc(Cl)c(C(F)(F)F)c1)C1CCCN(S(=O)(=O)c2cnc[nH]2)C1 (stereo not drawn)
-1.7	-1.4	-77	Cc1ccc(C(=O)Nc2ccccc2-c2ccccc2)o1
-1.4	-1.5	32	Cc1cc2ccccn2c1C(=O)c1ccc(Cl)cc1
-1.5	-2.2	nt	CCc1nnc(NC(=O)c2cccc(C(=O)Nc3nnc(CC)s3)n2)s1
-1.6	-0.33	-22	N#Cc1c(N2CCCC2)nc(N)c2c(N)nc(N3CCCC3)cc12
-0.4	-0.62	-23	Cc1ccc(Cn2ccc(=O)c(OCc3ccccc3)c2C)cc1
-0.81	0.46	21	CSc1ccc(/C=C(\NC(=O)c2ccc(C)cc2)C(=O)Nc2cccc(C)c2)cc1

# Complete entries as entered above. Screens in order: SDO1 yeast rescue | SDO1 yeast rescue Rescue 24 h | INS promoter inh
# O=C(COC(=O)c1cccnc1)Nc1ccc(F)cc1 as listed: 0.04 | -1.1 | 13
# COc1ccc(OC)c(NC(=O)C2CCN(c3ncccn3)CC2)c1 as listed: 0.78 | 0 | nt
# Cc1ccc(Cn2ccc(=O)c(OCc3ccccc3)c2C)cc1 as listed: -0.4 | -0.62 | -23
# N#C/C(Cn1c[n+](NC(=O)Nc2ccccc2)cn1)=N/O as listed: 0.08 | 0.17 | -10
# Cn1c(=O)c(=O)n(C)c2cc(S(=O)(=O)Nc3ccc4c(c3)OCCO4)ccc21 as listed: 0.98 | 0.93 | -26

# Later entries.
SDO1 yeast rescue	SDO1 yeast rescue Rescue 24 h	INS promoter inh	Molecule
0.36	-0.42	-75	O=C(C1CCC(Cn2c(=O)[nH]c3ccccc3c2=O)CC1)N1CCN(c2ccccc2)CC1 (stereo not drawn)
-0.3	-0.03	-24	Cc1cccc(-c2nc(NCCCN3CCOCC3)c3ccccc3n2)c1
0.25	-0.17	14	CCOC(=O)C1CCCN(C(=O)CN2CCN(Cc3ccc(Cl)cc3)C2=O)C1 (stereo not drawn)
1.3	1.2	-105	Cc1cccc(NC(=O)CSc2nnc(Cn3cnc4ccccc43)o2)c1
nt	nt	-32	COc1ccccc1NC(=O)CN1C(=O)NC2(CCCCCCC2)C1=O
1.6	0.68	-25	COc1cccc(N(CC(=O)Nc2cccc(F)c2)S(C)(=O)=O)c1
-1.6	-0.76	0	O=C(Nc1ccncc1)C1(c2ccccc2)CCCC1
2.1	0.33	15	Cc1cc(Nc2ccc(Br)cc2F)n2ncnc2n1
-1.6	-0.03	nt	COc1cc(C)nc(N2CCCC(C(=O)Nc3cccc(Cl)c3C)C2)n1 (stereo not drawn)
-1.5	-1.1	-23	CN(C)CCCN(C(=O)c1ccc2c(c1)CCCC2)c1nc2ccc(F)cc2s1
0.78	0.13	nt	CCN(CC)c1ccc(C2C(C(=O)OCCOC)=C(C)NC3=C2C(=O)CC(C)(C)C3)cc1 (stereo not drawn)
-1.5	-1.3	-10	Cc1ccc2nc(/C(C#N)=C\c3ccc(OC(=O)c4cccs4)cc3)[nH]c2c1
-0.16	-1.1	-71	COc1ccc(C(C)n2c(C)c3c(C)nnc(C)c3c2C)cc1 (stereo not drawn)
nt	nt	-42	CCOC(=O)c1ccc(NCc2ccncc2)cc1
nt	nt	-18	C/C(N)=C(/C#N)C(=O)CSc1nnc(C)n1-c1ccccc1
-0.57	1.2	-46	COc1ccc(/C=C/C(=O)NCc2cn(C)nc2C)cc1COc1ccc(Br)cc1
0.48	3	?	Nc1c(C(=O)C2CC2)sc2nc(-c3ccccc3)cc(C(F)(F)F)c12
0.55	0.86	0	O=C(Nc1ccc(N2CCN(c3ccc(O)cc3)CC2)cc1)Oc1ccccc1
nt	nt	17	COc1ccc(S(=O)(=O)N(C)C)cc1NC(=O)CSc1ncccn1
-0.28	-0.24	9	CCCCn1nc2cc(C(=O)NCCc3cccs3)ccc2c1OCC
-0.6	-1.3	nt	Cc1nc(NC(=O)c2ccc(F)cc2)nc2cc3c(cc12)OCO3
-0.3	1.4	29	N#Cc1c(-c2ccccc2)nc(-c2ccccc2)nc1N1CCOCC1
0.14	-0.25	41	COc1cc(NC(=S)NC2CC2)c(OC)cc1Cl
-0.42	-0.29	nt	Cc1noc(C)c1S(=O)(=O)N(CC(=O)NCc1ccc(Cl)cc1)c1ccc2c(c1)OCO2
16*	9.7*	nt	O=C(C(c1ccccc1)c1ccccc1)N(Cc1ccco1)C1CCS(=O)(=O)C1 (stereo not drawn)
-0.98	-0.43	18	O=C(OCc1ccccc1)C1=[N+]([O-])OC(C(=O)OCc2ccccc2)C1c1c[nH]c2ccccc12 (stereo not drawn)
1.3	0.42	-100	Cc1ccc(CC23CN4CCN(CC(C4)C2O)C3)c(C)c1 (stereo not drawn)
-0.89	-1.1	nt	Cc1ccccc1OCC(=O)Nc1cc(Cl)ccc1Oc1ccccc1
-0.37	-1.8	43	CCC(=O)N1C(Cc2ccccc2)COC1(C)C (stereo not drawn)
0.8	1.5	13	Cc1ccc(NS(=O)(=O)c2cccc(C(=O)O)c2)cc1S(=O)(=O)N1CCOCC1
nt	nt	-56	COC(=O)c1c(NC(=O)CSc2ccccc2N)sc(C)c1C
-0.69	-1.5	-164	O=C(Cc1ccc(-c2ccccc2)cc1)NCc1ccccc1
0.54	1.1	9	CCCOc1ccc(C(=O)N/N=C/c2ccc(-c3ccc(S(=O)(=O)Nc4ncccn4)cc3)o2)cc1
-0.71	-1.3	-28	CC1CC(=O)N(c2ccc(NCc3ccc(Cl)cc3)c([N+](=O)[O-])c2)C1=O (stereo not drawn)
0.28	-0.29	28	CN(Cc1ccccc1)c1ccc(C(=O)O)cc1[N+](=O)[O-]
0.21	-0.61	81*	CCOC(=O)C1CCN(C(=O)CSc2n[nH]c(=O)[nH]c2=O)CC1
0.06	-0.42	0	COc1ccccc1CNC(=O)c1nnc(Cc2ccc(Cl)cc2)o1
-2.8	-2.1	-127	On1onc2c3cc(-c4ccccc4)nc3ccc21
-2.4	-1.4	58	COc1cc(N=c2ssnc2Cl)cc(OC)c1
nt	nt	-17	CCN1C2OC3OC4C(OC3OC2N(CC)S1(=O)=O)N(CC)S(=O)(=O)N4CC (stereo not drawn)

# Records listed so far marked active in INS promoter inh:
SDO1 yeast rescue	SDO1 yeast rescue Rescue 24 h	INS promoter inh	Molecule
0.21	-0.61	81*	CCOC(=O)C1CCN(C(=O)CSc2n[nH]c(=O)[nH]c2=O)CC1
